Compound activity deposited in PubChem by several laboratories.
PMI inhibition – human PMI inhibitors, high substrate, primary screen, biochemical, fluorescence intensity, high mannose 6-phosphate (AID 1220). recombinant PMI enzyme, coupled fluorescence intensity; higher % means a stronger effect. inhibition, % at 20 µM; hits with a dose series show IC50 in µM. 190,000 compounds, 0.66% hits
b-catenin transl – alters nuclear translocation of beta-catenin in HeLa cells. immunofluorescence imaging. nuclear translocation activity, % at 5 µM. 190,000 compounds, 0.3% hits;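 active = nuclear translocation activity above 50% at 5 µM, with a well cell count of 50 or more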;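 also: per-cell ratio of nuclear to cytoplasmic median beta-catenin stain intensity; plate controls were DMSO negative control for no effect and GSK-3 inhibitor IX positive control for full effect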
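System: HeLa cells, endogenous beta-catenin; compound dosing: 5 µM primary single dose, 0.1% DMSO, 0.02–20 µM confirmation series; incubation: 24 h compound exposure at 37°C, 5% CO2; signal: beta-catenin immunofluorescence imaging with DAPI; evaluation: % activation, nuclear-to-cytoplasmic median beta-catenin signal ratio per cell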
Dynein transport – dynein cargo transport inhibition | AID 1381 | 220,000 compounds, 0.47% hits | z-score, hits read low | 3617.4 mouse cells, GR-EGFP nuclear translocation imaging; test concentration mostly 20 µM; stimulated with dexamethasone, 1 µM; active compounds read low;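 active = plate z-score of nuclear minus cytoplasmic receptor signal below a set negative limit, without overly bright fluorescence or cell loss, cut at about -3.5 in these data, passing the limit was not always enough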;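 also: z-score of nuclear minus cytoplasmic ring GR-EGFP intensity difference per well; some compounds called inactive have numbers as strong as hits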
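Schedule: 48 h induction, then 1 h compound, then 30 min agonist, 37 °C. Buffer or medium: tetracycline-free induction medium containing charcoal-stripped FBS. Reagent: 1.0 µM final dexamethasone stimulus. Evaluation: nuclear versus cytoplasmic GR-EGFP signal, averaged per well. Signal: high-content fluorescence imaging after fixation.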
Autophagy HCS – autophagy modulation, high-content screen; calls only at 10 µM (by protocol); MEF GFP-LC3 puncta imaging; test concentration mostly 10 µM; 190,000 compounds, 0.98% hits;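 active = percentage of spot-positive cells more than 3 SD above its plate mean, without a fluorescence outlier flag or 80% toxicity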;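 also: spot-positive cell cutoff set from DMSO-treated cells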
Yfh1-depleted yeast – mitochondrial function rescue without frataxin homolog – Friedreich's ataxia, plus single-dose screen, dose response (AID 1465); S. cerevisiae Yfh1-off respiration, WST-1 reduction, 72 h; higher fold induction means a stronger effect; fold induction at 50 µM; hits with a dose series show EC50 in µM; 220,000 compounds, 0.074% hits;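 active = fold induction of absorbance versus untreated yeast above a set limit, then at least 30% activation at any dose in follow-up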;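 also: activators that raise dye reduction in frataxin-depleted yeast; strong numbers were not always called active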
MT stabilize HCS – microtubule stabilizers in HeLa cells; HeLa tubulin immunostaining HCS, 24 h; share of cells brighter than vehicle mean+2SD; % tubulin-high responders, % at 10 µM; 200,000 compounds, 0.83% hits;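 active = plate Z-score above 3 for both tubulin-high and condensed-nucleus cell shares, with cell loss under 80%, at 10 µM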;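 also: anti alpha tubulin signal scored within the nucleus-defined area of each cell; some results filed as inactive read as strong as hits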
WT yeast gro inh – growth inhibition of WT yeast, mitochondrial fusion screen; 190,000 compounds, 2.1% hits; mitochondrial fusion phenotypic screen, WT strain; AID 1362; inhibition, % at 10 µM; in the data active = inhibition above about 58%; tested in S. cerevisiae
Insulin prom up – MIN6 insulin promoter up-regulation | MIN6 insulin promoter-GFP reporter, high-content imaging; active compounds read high | z-score at 5 µM | 190,000 compounds, 0.3% hits | AID 1625;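 active = z-score above 3 at 5 µM with at least 500 cells counted in the well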
PMI inhibitors – inhibitors of human PMI, primary screen, biochemical, fluorescence intensity, coupled assay (AID 1209); purified PMI enzyme, coupled fluorescence intensity; higher % means a stronger effect; inhibition, % at 20 µM; hits with a dose series show IC50 in µM; 190,000 compounds, 0.42% hits;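 also: plate controls were DMSO vehicle for no effect and wells lacking substrate for full effect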
WT yeast gro inh mutant strain – further read-out of WT yeast gro inh, marked with its call; inhibition, %; mitochondrial fusion phenotypic screen, mutant strain inhibition
Dynein transport cytoplasmic EGFP – second read-out of Dynein transport, no call of its own (marks repeat the call); z-score; measured here: cytoplasmic GR-EGFP intensity; active compounds read high
Dynein transport nuclear GR-EGFP – second read-out of Dynein transport, no call of its own (marks repeat the call); z-score; measured here: nuclear GR-EGFP intensity;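 lower value marks the stronger effect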
Dynein transport cell count – further read-out of Dynein transport, marked with its call; z-score; measured here: cell count per field
Insulin prom up cell count – also measured in Insulin prom up; calls as there; cell count; measured here: cytotoxicity, nuclei count;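 total cells summed across four imaged fields per well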
b-catenin transl cell count 5 µM – further read-out of b-catenin transl, marked with its call; cell count; measured here: cell count, cytotoxicity flag
MT stabilize HCS Hoechst-high % – recorded beside MT stabilize HCS, whose call it bears; % Hoechst-high responders; measured here: nuclear condensation Hoechst responders;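 share of cells brighter than vehicle mean plus two SD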
MT stabilize HCS cytotoxicity % – also measured in MT stabilize HCS; calls as there; toxicity, %; measured here: cytotoxicity by cell density;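 0% = mean cell density of plate MIN control wells and 100% = no cells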
Autophagy HCS cell loss 18 h – second read-out of Autophagy HCS, no call of its own (marks repeat the call); toxicity, %; measured here: cell loss, nuclei count;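 cell loss after 18 h compound exposure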
Starred values were filed as active, the others as inactive; i = inactive; . = not tested or not shown. Rule as the data show it, unless noted: active = inhibition above about 50%; inactive = the rest.

cpd	structure	PMI inhibition	b-catenin transl	b-catenin transl cell count 5 µM	Dynein transport	Dynein transport cytoplasmic EGFP	Dynein transport nuclear GR-EGFP	Dynein transport cell count	Autophagy HCS	Autophagy HCS cell loss 18 h
1	O=C1C2CCCN2C(c2ccc(F)c(F)c2)N1c1cccc(Cl)c1 (stereo unspecified)	-14%	-2.8	1186	-0.56	-0.25	-0.33	0.027	i	12
2	CCOC(=O)C1(CC)NC(c2ccc(OC)cc2OC)C2C(=O)N(C)C(=O)C21 (stereo unspecified)	2%	0.7	1015	-0.54	-0.31	-0.2	0.78	i	-3
3	CCCC(C(=O)NCc1ccco1)N(C(=O)CNS(=O)(=O)c1ccccc1)c1ccccc1OC (stereo unspecified)	2%	7.5	1147	0.52	-0.2	0.55	-0.79	i	5
4	COc1ccccc1NC(=S)N(Cc1ccccn1)Cc1ccccc1Cl	6%	.	.	-0.13	-0.36	-0.53	-0.38	i	2
5	COc1ccc(NC(=O)/C=C/C(=O)O)c(OC)c1	.	-1.1	1305	0.47	-0.23	0.82	-1.1	.	.
6	CC(C)Oc1ccccc1C1CC(=O)Nc2cc3c(cc21)OCCO3 (stereo unspecified)	3%	5.0	1126	-0.28	-0.13	-0.16	1.1	i	68
7	COc1ccc(CCNC(=O)c2ccc(CNS(=O)(=O)c3cccc(Cl)c3)cc2)cc1OC	-5%	1.6	1059	0.09	-0.11	-0.096	-0.63	i	11
8	Cc1ccc(N/N=C(\C#N)C(=O)c2ccsc2)cc1	.	-4.0	1138	-0.02	-0.24	-0.029	0.057	.	.
9	Nc1cc(=O)[nH]c(SC/C=C/c2ccccc2)n1	-9%	.	.	0.12	-0.23	-0.088	-0.6	i	-27
10	CCOC(=O)C1(Cc2cccc(Cl)c2)CCCN(C(=O)C2CC2)C1 (stereo unspecified)	12%	-2.4	1225	-0.34	-0.22	-0.1	0.33	i	-35

cpd	Yfh1-depleted yeast	MT stabilize HCS	MT stabilize HCS Hoechst-high %	MT stabilize HCS cytotoxicity %	WT yeast gro inh	WT yeast gro inh mutant strain	Insulin prom up	Insulin prom up cell count	PMI inhibitors
1	i	3.5	2.9	3.0	13	6	0.94	856	-10%
2	i	1.9	1.6	7.9	-12	6	0.19	1454	-1%
3	i	2.4	2.5	5.5	-9	1	-0.12	1390	11%
4	i	2.3	2.2	4.1	67*	23*	-0.38	1236	7%
5	i	.	.	.	.	.	-0.32	973	.
6	i	10	44	29	18	17	-4.2	711	6%
7	i	4.8	1.9	11	11	-2	0.3	1248	12%
8	i	.	.	.	.	.	-0.31	1364	.
9	i	4.6	2.4	8.9	7	-20	.	.	-6%
10	i	3.7	2.0	7.4	-2	7	1.3	1396	13%

More compounds follow:
cpd	structure	PMI inhibition	b-catenin transl	b-catenin transl cell count 5 µM	Dynein transport	Dynein transport cytoplasmic EGFP	Dynein transport nuclear GR-EGFP	Dynein transport cell count	Autophagy HCS	Autophagy HCS cell loss 18 h
11	CC(C)(C)c1cc(C(=O)C[n+]2ccc(C(=O)NCCCO)cc2)cc(C(C)(C)C)c1O	.	0.4	1370	-0.55	-0.21	-0.14	0.79	.	.
12	CSc1ccccc1C(=O)C1CCCN(C(=O)c2ccc(N3CCOCC3)cc2)C1 (stereo unspecified)	2%	-0.2	992	0.51	-0.28	0.52	-0.1	i	-9
13	COC(=O)c1ccc(N2CCOCC2)c(F)c1	-3%	.	.	-0.91	-0.096	-0.62	0.87	i	-4
14	COc1cccc(NC(=O)N2CCC(N3CCCCC3)CC2)c1	3%	2.8	444	-0.39	-0.27	0.0081	0.24	i	-2
15	OC1CNCc2cc3c(cc21)OCCO3 (stereo unspecified)	8%	.	.	-0.77	-0.25	-0.47	2	i	13
16	Cc1c(NC(=O)CSc2ccc(Cl)cc2)cccc1-c1nc2cc(Cl)ccc2o1	0%	2.6	563	-0.68	-0.29	-0.39	0.83	i	6
17	O=C1NCCCc2c1no[n+]2[O-]	14%	0.8	1049	0.32	-0.23	0.43	-0.37	i	-2
18	Nc1nc(-c2ccc(Br)cc2)cc(C(F)(F)F)n1	-8%	.	.	0.54	-0.15	-0.059	-0.46	i	-5
19	COc1ccccc1/C=C/C=N\N1CCN(Cc2ccccc2Cl)CC1	-17%	2.6	1074	-1	-0.23	-0.29	0.54	i	7
20	O=C(OCc1cccc([N+](=O)[O-])c1)c1ccc2ccccc2n1	-5%	4.8	1015	-1.2	-0.13	-0.77	-0.059	i	23

cpd	Yfh1-depleted yeast	MT stabilize HCS	MT stabilize HCS Hoechst-high %	MT stabilize HCS cytotoxicity %	WT yeast gro inh	WT yeast gro inh mutant strain	Insulin prom up	Insulin prom up cell count	PMI inhibitors
11	i	.	.	.	.	.	-0.49	1039	.
12	i	1.0	0.8	1.6	17	5	-0.14	1497	1%
13	.	1.0	1.4	7.0	8	14	0.05	1046	2%
14	i	1.7	1.8	5.6	-13	5	.	.	-5%
15	i	2.3	2.4	9.4	-17	-16	.	.	9%
16	i	7.7	1.4	11	17	4	0.62	1422	1%
17	i	1.4	2.8	9.1	14	6	0.1	1893	11%
18	i	1.3	3.8	5.6	-7	-8	.	.	-7%
19	i	5.6	2.0	2.9	63*	5.7*	.	.	-10%
20	i	3.1	1.8	3.3	1	-14	0.42	1013	-3%

Next entries
cpd	structure	PMI inhibition	b-catenin transl	b-catenin transl cell count 5 µM	Dynein transport	Dynein transport cytoplasmic EGFP	Dynein transport nuclear GR-EGFP	Dynein transport cell count	Autophagy HCS	Autophagy HCS cell loss 18 h
21	O=C(O)c1oc2ccccc2c1CSc1ccccn1	-8%	-4.2	706	0.11	-0.21	0.059	0.22	i	0
22	Cn1c(N)c(C(=O)c2cc(-c3ccccn3)nc3ccccc23)c(=O)[nH]c1=O	11%	-7.8	849	3	-0.15	1.4	-1.9	i	5
23	Cc1ccc(OCc2n[nH]c(=S)n2-c2ccccc2)cc1C	1%	2.3	937	-0.44	-0.32	0.14	-0.095	i	27
24	Cn1c(SCc2ccc(C(=O)Nc3nccs3)cc2)nnc1-c1ccccc1	11%	-0.5	1096	-0.65	-0.22	-0.18	1.3	i	-3
25	CCNC(=S)N1CCC(n2cnc3ccccc32)CC1	-1%	1.0	1483	0.2	-0.31	0.39	-0.37	i	-13
26	Nc1nc(N)nc(COc2ccccc2)n1	9%	0.7	908	-0.2	-0.31	-0.085	0.32	i	-2
27	CCN(CC(=O)Nc1ccccc1Br)Cc1nc2ccccc2c(=O)[nH]1	-5%	0.8	1231	-0.62	-0.22	-0.94	0.3	i	0
28	O=C(NNC(=O)c1n[nH]c(=O)c2ccccc12)c1ccc(Br)cc1	.	-0.4	1359	-0.24	-0.67	-0.44	-0.63	.	.
29	CCOCCCNCc1cc(Cl)cc(Cl)c1OCC	1%	-2.1	1029	0.37	-0.3	0.36	0.0026	i	-14
30	Cc1cc2oc(C(=O)N(Cc3ccco3)C3CCS(=O)(=O)C3)cc(=O)c2cc1Cl (stereo unspecified)	4%	3.1	1056	0.16	0.068	0.35	0.16	i	3
31	Cc1ccc(/C=N/n2cc(-c3ccccc3)[nH]c2=S)s1	-1%	4.5	475	-0.85	-0.13	-0.47	0.7	i	-4
32	CCCCNC(=O)c1onc(CSc2cc(C)ccc2C)c1C(=O)O	7%	4.2	1418	0.073	-0.13	0.46	-0.048	i	-22

cpd	Yfh1-depleted yeast	MT stabilize HCS	MT stabilize HCS Hoechst-high %	MT stabilize HCS cytotoxicity %	WT yeast gro inh	WT yeast gro inh mutant strain	Insulin prom up	Insulin prom up cell count	PMI inhibitors
21	i	0.9	1.5	7.7	-26	-4	0.83	1529	-12%
22	i	3.6	2.2	9.0	-3	6	0.92	1142	-2%
23	i	2.2	1.4	3.3	67*	9.4*	-0.53	1308	6%
24	i	1.8	1.4	8.5	-10	-10	0.24	788	17%
25	i	0.8	1.0	2.4	-7	-3	-0.22	1548	4%
26	i	2.4	3.1	7.5	-15	2	0.44	1535	8%
27	i	2.8	0.9	7.6	20	13	0.29	1507	-5%
28	i	.	.	.	.	.	0.41	1142	.
29	i	5.3	1.7	5.5	-1	4	-0.12	1614	-9%
30	i	3.4	2.1	7.2	9	19	-0.2	1746	2%
31	i	3.2	1.3	7.7	68*	60*	.	.	0%
32	i	2.6	2.0	2.9	-9	-6	-0.01	1553	3%

Compound profiles (already shown):
Results for O=C(O)c1oc2ccccc2c1CSc1ccccn1 → PMI inhibition = -8%; b-catenin transl = -4.2; b-catenin transl cell count 5 µM = 706; Dynein transport = 0.11; Dynein transport cytoplasmic EGFP = -0.21; Dynein transport nuclear GR-EGFP = 0.059; Dynein transport cell count = 0.22; Autophagy HCS = i; Autophagy HCS cell loss 18 h = 0; Yfh1-depleted yeast = i; MT stabilize HCS = 0.9; MT stabilize HCS Hoechst-high % = 1.5; MT stabilize HCS cytotoxicity % = 7.7; WT yeast gro inh = -26; WT yeast gro inh mutant strain = -4; Insulin prom up = 0.83; Insulin prom up cell count = 1529; PMI inhibitors = -12%
Results for Cc1cc2oc(C(=O)N(Cc3ccco3)C3CCS(=O)(=O)C3)cc(=O)c2cc1Cl (stereo unspecified) → PMI inhibition = 4%; b-catenin transl = 3.1; b-catenin transl cell count 5 µM = 1056; Dynein transport = 0.16; Dynein transport cytoplasmic EGFP = 0.068; Dynein transport nuclear GR-EGFP = 0.35; Dynein transport cell count = 0.16; Autophagy HCS = i; Autophagy HCS cell loss 18 h = 3; Yfh1-depleted yeast = i; MT stabilize HCS = 3.4; MT stabilize HCS Hoechst-high % = 2.1; MT stabilize HCS cytotoxicity % = 7.2; WT yeast gro inh = 9; WT yeast gro inh mutant strain = 19; Insulin prom up = -0.2; Insulin prom up cell count = 1746; PMI inhibitors = 2%
